Screening results: PubChem, several laboratories
Yfh1-off respiration – enhancers of respiration in Yfh1-depleted yeast, dose response, Friedreich's ataxia, plus single-dose screen (AID 1465); S. cerevisiae Yfh1-off respiration, WST-1 reduction, 72 h; higher fold induction means a stronger effect; fold induction at 50 µM; hits with a dose series show EC50 in µM; 220,000 tested, 0.074% active;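 active means fold induction of absorbance versus untreated yeast above a set limit, then at least 30% activation at any dose in follow-up; inconclusive means repeats straddling the limit, or above it without dose testing; inactive means fold induction below the set limit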;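 further: activators that raise dye reduction in frataxin-depleted yeast; strong numbers were not always called active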
MT stabilize HCS – stabilizes microtubules in HeLa cells. HeLa tubulin immunostaining HCS, 24 h; share of cells brighter than vehicle mean+2SD. % tubulin-high responders, % at 10 µM. 200,000 tested, 0.83% active. AID 2205;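 active means plate Z-score above 3 for both tubulin-high and condensed-nucleus cell shares, with cell loss under 80%, at 10 µM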;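 further: anti alpha tubulin signal scored within the nucleus-defined area of each cell; some results filed as inactive read as strong as hits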
NOD1 NF-kB reporter – NOD1 signaling inhibitors, primary screen, cell-based, luminescence, uHTS (AID 1578); inhibition, % at 4 µM, or EC50 in µM where a hit was titrated; 290,000 tested, 1% active; NOD1-driven NF-kB luciferase reporter cells, luminescence; higher % means a stronger effect; in the data active means inhibition mostly above about 36%, no sharp cut-off; inactive means mostly below about 34%;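 further: HEK-293T reporter cells stimulated with the NOD1 agonist gamma-tri-DAP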
NOD2 inhibition – NOD2 signaling inhibitors, cell-based, luminescence, uHTS, HEK293 (AID 1566) | HEK293 NOD2/NF-kB luciferase reporter, luminescence; higher % means a stronger effect | inhibition, % at 4 µM, or EC50 in µM where a hit was titrated | 290,000 tested, 0.63% active; in the data active means inhibition above about 50%; further: many of its hits are not listed in these tables
b-catenin transl – alters nuclear translocation of beta-catenin in HeLa cells | immunofluorescence imaging | nuclear translocation activity, % at 5 µM | 190,000 tested, 0.3% active | AID 1665;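 active means nuclear translocation activity above 50% at 5 µM, with a well cell count of 50 or more; inconclusive means wells under 50 cells across six images, flagged as toxic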;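 further: per-cell ratio of nuclear to cytoplasmic median beta-catenin stain intensity; plate controls were DMSO negative control for no effect and GSK-3 inhibitor IX positive control for full effect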
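Test system: human HeLa cell line; Doses: 5 µM primary, 0.02–20 µM confirmation; Incubation: 24 h compound exposure, 37°C; Detection: beta-catenin immunofluorescence imaging with DAPI; Read-out: beta-catenin nuclear/cytoplasmic ratio, % activation.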
Dynein transport – blocks dynein driven cargo transport along microtubules; z-score, hits read low; 3617.4 mouse cells, GR-EGFP nuclear translocation imaging; test concentration mostly 20 µM; stimulated with dexamethasone, 1 µM; stronger effect = lower value; 220,000 tested, 0.47% active;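 active means plate z-score of nuclear minus cytoplasmic receptor signal below a set negative limit, without overly bright fluorescence or cell loss, cut at about -3.5 in these data, passing the limit was not always enough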;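 further: z-score of nuclear minus cytoplasmic ring GR-EGFP intensity difference per well; some compounds called inactive have numbers as strong as hits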
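medium = tetracycline-free induction medium containing charcoal-stripped FBS | also added = 1.0 µM final dexamethasone stimulus | schedule = 48 h induction, 1 h compound, 30 min dex at 37 °C | technique = fixed, Hoechst-stained cells imaged at 10x for EGFP | measure = GR-EGFP nuclear translocation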
Autophagy mod – autophagy modulation, high-content screen. 190,000 tested, 0.98% active. MEF GFP-LC3 puncta imaging; test concentration mostly 10 µM. calls only at 10 µM (by protocol). AID 463193;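 active means percentage of spot-positive cells more than 3 SD above its plate mean, without a fluorescence outlier flag or 80% toxicity; inconclusive means no clear call, values can overlap the other calls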;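 further: spot-positive cell cutoff set from DMSO-treated cells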
P. falciparum M17LAP – P. falciparum M17LAP inhibitors, primary screen, biochemical, fluorogenic H-Leu-NHMec substrate, 1536-well (AID 1619). inhibition, % at 30 µM, or IC50 in µM where a hit was titrated. recombinant M17LAP, H-Leu-NHMec fluorogenic kinetic assay; higher % means a stronger effect. 220,000 tested, 0.38% active;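 active means compound inhibiting the enzyme by more than half at any dose during confirmatory dose-response retesting; inconclusive means strong single-dose inhibitors picked by rank but not retested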;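 further: plate controls were full reaction with DMSO carrier for no effect and no enzyme background for full effect; strong numbers were not always called active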
Ins promoter up – MIN6 insulin promoter up-regulation; z-score at 5 µM; MIN6 insulin promoter-GFP reporter, high-content imaging; stronger effect = higher value; 190,000 tested, 0.3% active;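 active means z-score above 3 at 5 µM with at least 500 cells counted in the well; inconclusive means wells under 500 cells, flagged as cytotoxic or low count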
Dynein transport cytoplasmic EGFP – further read-out of Dynein transport, marked with its call; z-score; measured here: cytoplasmic GR-EGFP intensity; stronger effect = higher value
Dynein transport nuclear GR-EGFP – further read-out of Dynein transport, marked with its call; z-score; measured here: nuclear GR-EGFP intensity;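 lower value marks the stronger effect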
Dynein transport cell count – also measured in Dynein transport; calls as there; z-score; measured here: cell count per field
Ins promoter up cell count – further read-out of Ins promoter up, marked with its call; cell count; measured here: cytotoxicity, nuclei count;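 total cells summed across four imaged fields per well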
b-catenin transl cell count 5 µM – also measured in b-catenin transl; calls as there; cell count; measured here: cell count, cytotoxicity flag
MT stabilize HCS Hoechst-high % – also measured in MT stabilize HCS; calls as there; % Hoechst-high responders; measured here: nuclear condensation Hoechst responders;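 share of cells brighter than vehicle mean plus two SD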
MT stabilize HCS cytotoxicity % – also measured in MT stabilize HCS; calls as there; toxicity, %; measured here: cytotoxicity by cell density;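 0% = mean cell density of plate MIN control wells and 100% = no cells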
Autophagy mod cell loss 18 h – recorded beside Autophagy mod, whose call it bears; toxicity, %; measured here: cell loss, nuclei count;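 cell loss after 18 h compound exposure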
An asterisk follows results filed as active; i = inactive; ? = inconclusive; . = not tested or not shown.

SMILES | Yfh1-off respiration | MT stabilize HCS | MT stabilize HCS Hoechst-high % | MT stabilize HCS cytotoxicity % | NOD1 NF-kB reporter | NOD2 inhibition | b-catenin transl | b-catenin transl cell count 5 µM | Dynein transport | Dynein transport cytoplasmic EGFP | Dynein transport nuclear GR-EGFP | Dynein transport cell count | Autophagy mod | Autophagy mod cell loss 18 h | P. falciparum M17LAP | Ins promoter up | Ins promoter up cell count
CC(/C=C/c1ccc(O)cc1)=N/O | i | 3.9 | 1.9 | 2.7 | -18% | 6% | -1.1 | 1000 | 0.061 | 0.2 | 0.34 | 0.61 | i | 9 | 25% | . | .
Cn1c(SCC(=O)N2CCCCC2)nc2cccnc21 | i | 0.9 | 2.2 | 8.7 | -4% | 14% | -7.7 | 963 | -0.097 | -0.19 | -0.087 | 0.15 | i | -13 | 10% | 0.25 | 1112
COc1ccc(N2CCN(Cc3nc4scc(-c5ccccc5)c4c(=O)[nH]3)CC2)cc1 | i | 3.9 | 2.9 | 9.4 | -21% | 1% | . | . | -0.12 | 0.1 | -0.38 | 0.3 | i | -1 | 11% | -0.37 | 1278
O=C1c2nc3cc(-c4ccco4)[nH]n3c(=O)c2CN1Cc1ccccc1 | i | . | . | . | 2% | 21% | -0.8 | 1299 | -0.22 | -0.12 | 0.81 | 0.12 | . | . | -6% | -0.15 | 943
O=C(Cn1nc(-c2ccccc2F)ccc1=O)Nc1ccc(S(=O)(=O)N2CCCCCC2)cc1 | i | 3.6 | 2.7 | 9.3 | -4% | 16% | -2.1 | 1106 | -0.62 | -0.28 | -0.57 | 1.1 | i | -6 | 7% | 1 | 1518
Cc1cccc(C2CC3(CC(C)(C)NC(=S)N3)Oc3cc(O)ccc32)c1 (stereo not given) | i | 1.2 | 0.7 | 9.6 | -4% | 22% | -0.1 | 1571 | -1 | -0.34 | -0.66 | 0.96 | i | -4 | 18% | . | .
Cc1cc(C)c2c(c1)N[C@H](c1cccs1)[C@@H]1CCO[C@H]21 | i | . | . | . | -2% | 15% | 1.4 | 1310 | -0.73 | -0.28 | -0.3 | 0.83 | . | . | 0% | -0.9 | 1369
COc1ccc(CC2(CO)CCN(C(C)COc3ccccc3)CC2)cc1 (stereo not given) | i | 1.8 | 2.5 | 6.6 | -34% | 7% | 1.0 | 1524 | -1.2 | -0.26 | -0.7 | 1.1 | i | 8 | -13% | 0.9 | 1675
CC(C)(C)NC(=O)c1nn(Cc2ccccc2)c(=O)c2ccccc12 | i | 1.4 | 1.4 | 4.1 | -11% | 3% | -2.6 | 991 | 0.0033 | -0.038 | 0.86 | -0.58 | i | 4 | 3% | . | .
Cc1noc(COc2ccccc2OCC(N)=O)c1Cl | i | 5.2 | 2.6 | 8.8 | 22% | -5% | 0.1 | 1164 | 0.15 | 0.34 | 0.84 | -0.92 | i | 3 | 0% | 0.21 | 1104
NS(=O)(=O)c1ccc(CCNC(=O)CSc2ccc(Cl)cc2)cc1 | i | 5.3 | 1.8 | 6.2 | -3% | 8% | -1.6 | 1092 | 0.71 | -0.17 | 0.15 | 0.13 | i | -1 | -8% | 0.17 | 1414
COc1cccc(/C=C2\C(=O)C(=O)c3ccccc32)c1 | i | 1.4 | 1.3 | 4.2 | 3% | 5% | . | . | -0.58 | 0.1 | -0.02 | 0.48 | i | -11 | 7% | -1.1 | 973
CC(=O)Nc1ccc(S(=O)(=O)N2CCCC2C(=O)Nc2ccc3c(c2)OCCO3)cc1 (stereo not given) | i | 1.1 | 1.2 | 3.0 | -17% | 2% | -1.1 | 1014 | -0.65 | -0.29 | 0.0071 | 0.88 | i | -19 | 0% | -0.33 | 1479
COCCCNC(=O)c1ccc(Cn2c(=O)[nH]c3ccccc3c2=O)cc1 | . | 14 | 3.3 | 16 | -45% | 6% | -1.3 | 560 | 0.5 | -0.22 | 1.1 | -0.6 | i | 16 | -2% | -0.03 | 1232
Cc1ccc(S(=O)(=O)N(C)C)cc1NC(=O)CCc1c[nH]c2ccccc12 | i | 0.8 | 2.9 | 4.8 | -24% | 16% | 0.5 | 1105 | -0.99 | -0.32 | -0.55 | 0.55 | i | -4 | 0% | -1 | 1292
CCN(CC)CCn1c(=S)[nH]c2cc(C(=O)N3CC=C(c4ccccc4)CC3)ccc2c1=O | i | 2.6 | 2.8 | 7.7 | -35% | 10% | 1.9 | 1124 | -0.61 | -0.35 | -0.29 | 0.53 | i | 8 | 6% | 0.05 | 1277
COC(=O)c1cc(OC)c(OC)cc1NC(=S)Nc1cccc(C(C)=O)c1 | i | 15 | 1.8 | 11 | 12% | 7% | 1.1 | 1098 | 0.31 | -0.29 | 0.3 | 0.15 | i | -1 | 9% | -0.72 | 1348
O=C(CCNC(=O)c1ccccc1Cl)Nc1nnc(C2CC2)s1 | i | 1.5 | 2.6 | 8.7 | -38% | 10% | -0.2 | 1057 | -1 | -0.21 | -0.77 | 0.38 | i | 5 | -5% | -0.1 | 1346
CC(=O)Nc1ccc(Oc2ccccc2)cc1 | i | . | . | . | -4% | 14% | -4.7 | 1210 | -0.27 | -0.22 | -0.19 | 0.012 | . | . | -3% | 0.03 | 1432
Cc1nc2nc(-c3ccccc3)[nH]n2c(=O)c1C | i | 0.9 | 0.9 | 3.3 | -12% | 1% | -0.5 | 1091 | -0.23 | -0.18 | -0.012 | 0.42 | i | -1 | -5% | 0.21 | 853
COc1ccc(C(C#N)(CCC#N)CCC#N)cc1OC | i | 5.1 | 2.9 | 16 | -6% | 2% | -4.0 | 1242 | 2.1 | 0.11 | 2.2 | -2.3 | i | 41 | -6% | 0.74 | 1226
CCOC(=O)N1CCN(CC(=O)c2c(C)[nH]c3ccccc23)CC1 | i | 3.8 | 2.3 | 8.7 | -15% | 15% | . | . | -0.23 | -0.18 | 0.17 | 0.22 | i | 0 | 6% | 0.74 | 1165
Cn1c(NCCCN2CCOCC2)nc2c1c(=O)n(Cc1ccc(Cl)c(Cl)c1)c(=O)n2C | i | 3.1 | 1.7 | 7.5 | -20% | -6% | -4.1 | 1162 | 0.098 | -0.36 | -0.0021 | 0.3 | i | 20 | 3% | -0.2 | 816
CC(=O)Nc1ccc(S(=O)(=O)NCC(=O)OCC(=O)NC23CC4CC(CC(C4)C2)C3)cc1 | i | 1.4 | 1.4 | 6.0 | -23% | -2% | -0.9 | 898 | -0.4 | -0.23 | 0.13 | -0.01 | i | 6 | 9% | 0.62 | 1393
Cc1ccc(N2C(=O)C(c3c(C)[nH]n(-c4ccccc4)c3=O)(C(F)(F)F)C3=C2CC(C)(C)CC3=O)cc1 (stereo not given) | i | 3.9 | 2.3 | 10 | -10% | -24% | -4.5 | 1117 | -0.5 | 0.32 | -0.34 | 1.7 | i | 5 | 4% | -0.53 | 876
CN(/N=C\c1ccc(O)c(O)c1)c1nc(-c2ccccc2)cc(-c2ccccc2)n1 | i | 4.1 | 3.7 | 2.4 | 8% | 10% | 2.3 | 448 | -1 | 0.26 | -0.72 | 0.4 | i | -1 | 20% | ? | .
Cc1ccc(C(=O)OCC(=O)N2CCc3ccccc32)cc1 | i | 2.3 | 1.3 | 7.7 | 8% | 11% | 0.4 | 1246 | -0.095 | -0.12 | -0.7 | 0.7 | i | 5 | 13% | -0.78 | 1595
O=C(O)C1=C(OCc2ccc(F)c(F)c2)C(=O)NCC1 | i | 3.0 | 1.7 | 9.1 | -18% | 17% | 0.8 | 1529 | -0.024 | -0.24 | 0.17 | 0.41 | i | 5 | 4% | . | .
CSc1nnc(-c2ccc(C(F)(F)F)cn2)o1 | i | . | . | . | -14% | 7% | -1.2 | 1268 | -0.2 | -0.3 | -0.12 | 0.21 | . | . | 0% | -0.4 | 1356
COc1ccc(C(=O)C2CCCN(Cc3cnc(N4CCCC4)s3)C2)cc1OC (stereo not given) | i | 2.3 | 2.2 | 0.9 | -6% | 5% | 2.1 | 959 | 0.14 | -0.099 | 0.26 | -0.85 | i | 3 | -1% | -0.81 | 1561
CC1CC(C)(C)NC(=S)N1CC(=O)NCc1ccc(F)cc1 (stereo not given) | i | 3.3 | 3.2 | 8.2 | -41% | -1% | -1.7 | 1047 | -1.1 | -0.27 | -0.14 | 0.43 | i | 13 | -3% | 0 | 1208
O=C1CC(c2ccsc2)Sc2ccccc2N1 (stereo not given) | i | . | . | . | -10% | -18% | -1.8 | 1205 | 0.28 | -0.17 | 0.15 | 0.3 | . | . | 6% | -0.24 | 1397
COc1ccccc1C1(CC(=O)N2CCOCC2)CCOC(C(C)C)C1 (stereo not given) | i | 2.7 | 2.3 | 6.2 | -63% | -1% | -0.4 | 1045 | -0.41 | -0.0068 | -0.19 | 0.71 | i | -7 | 2% | 0.06 | 745
CCOC(=O)Cc1nc(-c2ccccc2)n[nH]1 | i | 7.0 | 2.6 | 8.8 | -14% | -14% | 1.0 | 1104 | -1.2 | -0.3 | -0.23 | 0.98 | i | -3 | -6% | 0.99 | 1204
CCOC(=O)c1nc2c(ccc3ccccc32)cc1C | i | . | . | . | -1% | -9% | 1.0 | 1334 | -0.78 | -0.19 | -0.37 | 0.69 | . | . | 10% | -0.44 | 1052

Not all compounds are listed (hit frequency here may not be typical).
